Screening results: PubChem BioAssay, several laboratories
Jurkat tox 60K = cytotoxicity toward Jurkat T cells, primary screen, cytotoxicity control, cell-based, Jurkat E6.1, 60K MLSMR library; Jurkat E6.1 viability, ATP luminescence, 48 h; inhibition, % at 4 µM; hit rate 1.2% among 56,000; AID 463, 2006;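 active = inhibition above the mean inhibition of all tested compounds plus 3 SD, cut at about 28% in these data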
S1P3 agonist = human S1P3 receptor agonists, primary screen, cell-based, primary and confirmation, NFAT-BLA reporter; S1P3 NFAT-BLA reporter cells, agonism, FRET ratio; relative to 1 µM S1P, basal subtracted; activation, % at 4.5 µM; hit rate 0.1% among 60,000;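 active = activation above the screen-wide mean plus 3 SD, cut at about 4.5% in these data, passing the limit was not always enough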; note: some compounds called inactive have numbers as strong as hits
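Benchmarks: high control 1 µM S1P / System: stable CHO line with human S1P3, Gα16, NFAT-BLA reporter / Dosing: single compound concentration, 4.5 µM final / Timing: 4 h compound at 37 °C, 2 h substrate at RT / Measured by: FRET β-lactamase substrate fluorescence, excitation 405 nm, 460/535 nm emission ratio, background-subtracted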
M1 agonist = M1 muscarinic receptor agonists, primary screen, CHO-M1 cells, Fluo-4 calcium, agonist mode. Muscarinic acetylcholine receptor M1. Fluo-4 calcium fluorescence; hits give high values. B-score at 10 µM. hit rate 3% among 64,000;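 active = fluorescence rise, raw or as B-score row- and column-corrected plate score, outside the 99.7% band of its plate's samples, either direction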
HER2 expr 66K = inhibitors of Her2 protein expression, primary screen, SKBR-3 cells, AlphaScreen, 66K library. Receptor tyrosine-protein kinase erbB-2 (Homo sapiens), P04626. SKBR-3 HER2 protein level, 18-24 h; hits give low values. HER2 level % of control, % at 10 µM. hit rate 0.69% among 65,000;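 active = HER2 level under 5% of the carrier-only control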;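 note: 100% = DMSO carrier and 0% = 500 nM PU-H71 HSP90 inhibitor; lower value means stronger loss of Her2 protein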
S1P1 ag pot = S1P1 agonists and agonism potentiators, primary screen, cell-based, primary and confirmation screens, CRE-bla reporter; activation, % at 9.5 µM; S1P1 CRE-bla cells, forskolin, beta-lactamase FRET, potentiator mode; S1P1 agonist co-added at EC20, 2 nM; 100% = saturating reference agonist, 0% = basal; Sphingosine 1-phosphate receptor 1 (Homo sapiens), P21453; hit rate 0.57% among 56,000;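 active = activation above a cutoff set at the mean activation of all tested compounds plus 3 SD, cut at about 54% in these data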;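 note: forskolin at 4 µM as EC80 and the EC20 agonist is SEW2871; 100% = SEW2871 at its EC100 plus forskolin at EC80; some compounds past the cut are filed as inactive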
Target sequence (P21453 whole entry, looked up): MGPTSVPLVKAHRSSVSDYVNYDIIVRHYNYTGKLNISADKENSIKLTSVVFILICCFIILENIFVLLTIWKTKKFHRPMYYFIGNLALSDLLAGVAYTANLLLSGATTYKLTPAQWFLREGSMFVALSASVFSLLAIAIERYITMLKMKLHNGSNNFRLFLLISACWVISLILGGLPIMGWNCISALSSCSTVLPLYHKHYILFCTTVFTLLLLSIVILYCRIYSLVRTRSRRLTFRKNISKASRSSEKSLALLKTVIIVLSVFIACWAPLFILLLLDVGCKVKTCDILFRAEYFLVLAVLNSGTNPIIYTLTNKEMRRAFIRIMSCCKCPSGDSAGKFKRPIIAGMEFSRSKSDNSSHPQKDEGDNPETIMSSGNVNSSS
HTR1E agonist = 5-HT1E receptor agonists, primary screen, cell-based, HTS | hit rate 0.69% among 65,000 | activation, % at 6 µM | CHO 5-HT1E Ga15 NFAT-bla reporter, FRET; 0% DMSO wells, 100% control agonist wells;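 active = activation above a set limit, the screen-wide mean activation plus 3 SD, cut at about 8.5% in these data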;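 note: 100% = positive control agonist at 1 µM giving full maximal response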
HTR1E antagonist = 5-HT1E receptor antagonists, primary screen, cell-based, HTS; 5-hydroxytryptamine receptor 1E (Homo sapiens), P28566; CHO 5-HT1E Ga15 NFAT-bla reporter, FRET, antagonist; inhibition, % at 6 µM; hit rate 0.99% among 65,000;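 active = inhibition above a set limit, the mean inhibition across every tested compound plus 3 SD, cut at about 29% in these data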;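 note: signal is the 460 over 535 nm emission ratio of beta-lactamase substrate; 0% = agonist plus DMSO wells and 100% = wells without agonist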
HEK293 NFkB inh = inhibitors of PMA/ionomycin-induced NF-kB reporter, primary screen, antigen receptor NF-kB inhibitor project, cell-based, HEK-293 luciferase reporter, luminescence | HEK-293 NF-kB luciferase reporter | hit rate 0.21% among 62,000 | inhibition, % at 3 µM;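 active = inhibition above the mean of all tested compounds plus 3 SD, cut at about 40% in these data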;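 note: 0% = stimulated DMSO wells and 100% = 10 µM reference inhibitor 5653914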
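Reagent: PMA plus ionomycin mix as NF-kB-activating stimulus. Assay system: NF-kB luciferase reporter HEK-293 cells. Technique: luminescence from luciferase substrate reagent. Incubation: 1 h compound pre-incubation, 16 h PMA/ionomycin at 37 °C. Benchmarks: DMSO only as uninhibited control, 10 µM reference inhibitor as full inhibition. Repeats: tested once.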
M1 antag = antagonists of rat M1 muscarinic receptor. CHO-M1 cells, Fluo-4 calcium, ACh EC80 antagonist mode; hits give low values. B-score at 10 µM. hit rate 3.4% among 64,000;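 active = calcium fluorescence response, raw or row-and-column corrected B-score, differing from the plate sample mean either way at a set confidence level, mostly lower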
Target sequence (P08482 whole entry, looked up): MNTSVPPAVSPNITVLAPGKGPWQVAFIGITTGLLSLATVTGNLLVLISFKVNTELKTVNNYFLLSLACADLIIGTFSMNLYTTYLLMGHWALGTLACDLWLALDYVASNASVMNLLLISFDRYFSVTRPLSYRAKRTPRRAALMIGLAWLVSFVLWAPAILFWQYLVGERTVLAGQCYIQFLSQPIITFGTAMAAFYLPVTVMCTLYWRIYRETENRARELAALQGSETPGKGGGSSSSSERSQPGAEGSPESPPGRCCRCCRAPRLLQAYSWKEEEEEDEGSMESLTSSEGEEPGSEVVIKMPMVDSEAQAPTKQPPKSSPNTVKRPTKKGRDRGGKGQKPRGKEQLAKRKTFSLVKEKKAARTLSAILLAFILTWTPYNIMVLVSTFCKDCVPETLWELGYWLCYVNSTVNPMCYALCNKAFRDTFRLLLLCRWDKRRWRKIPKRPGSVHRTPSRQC
Starred values were filed as active, the others as inactive; . = no result given. This is a subset. The share of hits here may be higher or lower than overall.

entry	structure	Jurkat tox 60K	S1P3 agonist	M1 agonist	HER2 expr 66K	S1P1 ag pot
1	O=C1CN(C(=O)CN2CCCCC2)C(c2ccccc2)c2cc(Br)ccc2N1 (centres undefined)	-1	-0.5	1.2	125	-7
2	CCSP1(=S)N=C(N2CCOCC2)C(C#N)=C2CCCN21 (centres undefined)	-4	-0.7	-0.34	117	0
3	O=P(O)(O)C12CC3CC(CC(C3)C1)C2	1	-1.0	-1.1	99	14
4	COC(=O)N(c1ccccc1)P1(=S)OCCO1	-4	-0.3	0.82	105	-7
5	Cc1cc2c(C(F)(F)F)cc(=O)oc2c2c1NCCC2	-15	-1.0	205*	103	22
6	CN1CCN(Cc2ccccc2C(F)(F)F)CC1	6	-0.9	.	68	-10
7	CCC(COC(=O)c1cc(OC)c(OC)c(OC)c1)(c1ccccc1)N(C)C (centres undefined)	.	-2.7	-0.52	93	-19
8	Cc1nc2cc(C(=O)N3CCC4(CC3)OCCO4)ccc2n1-c1cccc(F)c1	7	-0.3	0.057	84	-17
9	CCOC(=O)c1c(C)c(C(=O)N2CCC3(CC2)OCCO3)c(C)n1CC	3	-1.4	-0.019	93	8
10	CCC(=NCCC1=CCCCC1)c1c(O)[nH]c(=O)[nH]c1=O	-5	-1.3	-1.3	93	-31
11	CCN1CCN(Cc2cc(Br)cc(OC)c2O)CC1	0	-1.5	0.024	176	13
12	Cc1cc(CN(C)C)c(OC(=O)N(C)C)cc1C	-3	-1.0	-0.0079	109	16

entry	HTR1E agonist	HTR1E antagonist	HEK293 NFkB inh	M1 antag
1	-0.3	-3	7	0.45
2	0.2	-3	-4	0.73
3	0.6	3	10	0.54
4	0.5	-1	6	-0.0057
5	0.7	21	11	-0.52
6	0.6	6	8	.
7	-0.2	-6	.	0.41
8	0.3	8	12	-0.047
9	-0.9	10	7	0.059
10	-0.9	14	8	0.43
11	0.9	2	10	-1.9*
12	1.3	-8	2	-0.058

Quoted at random: 3 compounds from above
entry	structure	Jurkat tox 60K	S1P3 agonist	M1 agonist	HER2 expr 66K	S1P1 ag pot
6	CN1CCN(Cc2ccccc2C(F)(F)F)CC1	6	-0.9	.	68	-10
10	CCC(=NCCC1=CCCCC1)c1c(O)[nH]c(=O)[nH]c1=O	-5	-1.3	-1.3	93	-31
11	CCN1CCN(Cc2cc(Br)cc(OC)c2O)CC1	0	-1.5	0.024	176	13

entry	HTR1E agonist	HTR1E antagonist	HEK293 NFkB inh	M1 antag
6	0.6	6	8	.
10	-0.9	14	8	0.43
11	0.9	2	10	-1.9*

(list continues)
entry	structure	Jurkat tox 60K	S1P3 agonist	M1 agonist	HER2 expr 66K	S1P1 ag pot
13	COC(=O)c1ccc(COc2cc(C)cc3oc(=O)c4c(c23)CCCC4)o1	2	-0.8	1.1	136	-33
14	O=C(CN1C2CCC1CC(O)(c1cccnc1)C2)Nc1ccc2c(c1)OCO2 (centres undefined)	-7	0.1	-0.82	79	4
15	C=Cn1c(P(=S)(N2CCOCC2)N2CCOCC2)cc2c1CCCC2	3	-0.7	-0.28	87	-24
16	Cc1ccc(-n2c(O)c(C=NCc3cccnc3)c(=O)[nH]c2=O)cc1C	3	-0.5	0.22	123	6
17	COc1ccc(CCN(C)Cc2c(F)cccc2F)cc1OC	-2	-1.5	0.018	99	-19
18	O=C(c1cccs1)N1C2CCC1CC(O)(c1cccnc1)C2 (centres undefined)	8	-1.0	-0.36	114	4
19	CCOc1ccc(C2SCC(=O)Nc3c2c(=O)[nH]n3C2CCCCCC2)cc1 (centres undefined)	.	.	-0.0048	64	.
20	CC1(C)COC(Nc2ccc(Cl)cc2)=N1	-2	0.2	0.02	.	.
21	CCCCC12CNCC(C)(CNC1)C2=O	-9	0.2	-0.55	117	-12
22	COC(=O)c1cc2c(s1)=NC=NP=2(N1CCOCC1)N1CCOCC1	4	-0.5	-0.88	143	-10
23	COC(=O)CC1=C(C(=O)OC)C2(C(=O)Nc3c(C)cccc32)C(C#N)=C(N)O1 (centres undefined)	-2	1.8	0.61	80	3
24	CCOc1ccc(-n2c(O)c(C=Nc3ccc(N4CCOCC4)cc3)c(=O)[nH]c2=O)cc1	-1	-0.4	-0.22	102	-13

entry	HTR1E agonist	HTR1E antagonist	HEK293 NFkB inh	M1 antag
13	0.2	-4	6	0.68
14	-0.6	-7	17	-0.28
15	0.5	6	2	0.58
16	0.6	10	14	-0.77
17	-0.3	5	-1	0.59
18	0.3	2	24	-0.5
19	3.2	25	11	0.18
20	0.7	-7	-2	-0.97
21	0.3	-7	4	0.61
22	1.3	-4	15	-1.2
23	-0.4	8	7	-0.4
24	-0.7	-15	6	0.65

More compounds
entry	structure	Jurkat tox 60K	S1P3 agonist	M1 agonist	HER2 expr 66K	S1P1 ag pot
25	COCCCn1c(N)c(C(=O)OCCOC)c2nc3ccccc3nc21	-2	0.8	0.026	103	-7
26	CC(=NCc1ccco1)c1c(O)n(C)c(=O)n(C)c1=O	-2	-1.9	0.31	116	-13
27	CCOC(=O)c1cc2c(cn1)[nH]c1ccccc12	.	-4.0	0.002	94	11
28	CN1C(=O)C(Cc2cccs2)C(=O)N(C)C1=O	1	-0.8	-0.33	89	-1
29	CC(c1ccccc1F)n1cc(C(=O)Nc2ccc3nc[nH]c3c2)nn1 (centres undefined)	.	.	0.088	104	.
30	CCCCNC(=O)Nc1ccc(C(O)(C(=O)OCC)C(F)(F)F)cc1 (centres undefined)	.	-1.4	-1.5	210	10
31	CCCN1CCC2(CC1)NC(CO)(CO)CO2	-5	-0.3	-0.64	86	-16
32	COP(=O)(OC)C(O)C(Cl)(Cl)Cl (centres undefined)	.	-1.6	0.012	102	-6
33	COC(=O)c1c(C)n(Cc2ccc3c(c2)OCO3)c2ccc(O)cc12	5	-0.3	0.64	72	24
34	Cc1nc2cc(-c3cccc(F)c3)nn2c(C)c1CCC(=O)N1CCC2(CC1)OCCO2	12	-0.7	-0.53	88	13
35	C[C@H]1CCC/C=C/C2C[C@H](O)CC2[C@H](O)/C=C/C(=O)O1 (some centres undefined)	.	-11	0.043	94	81
36	CCOC(=O)CCN=Cc1c(O)n(-c2ccc(Br)cc2)c(=O)[nH]c1=O	-7	-0.9	1	111	5

entry	HTR1E agonist	HTR1E antagonist	HEK293 NFkB inh	M1 antag
25	0.5	5	6	-0.32
26	2.0	-3	14	-0.046
27	-0.7	32*	.	0.16
28	0.2	-12	16	0.15
29	1.1	2	9	-0.097
30	0.0	-1	.	-0.33
31	-0.9	2	3	0.48
32	0.6	21	.	0.38
33	0.0	4	24	0.24
34	0.2	2	31	0.62
35	0.1	10	.	0.2
36	-0.5	3	14	-0.076

New compounds follow:
entry	structure	Jurkat tox 60K	S1P3 agonist	M1 agonist	HER2 expr 66K	S1P1 ag pot
37	O=c1[nH]c(=O)n(CCc2ccccc2)c(O)c1C=NCCCn1ccnc1	.	-1.9	0.036	95	-26
38	CCC(=NCC1CCCO1)c1c(O)n(Cc2ccccc2)c(=O)[nH]c1=O (centres undefined)	-6	0.7	-0.56	55	-18
39	CCC(=NCc1ccco1)c1c(O)n(Cc2ccccc2)c(=O)[nH]c1=O	-5	0.1	.	105	-22
40	Nc1ccc(C2(c3ccc(N)cc3)CN3CCC2CC3)cc1	.	-6.3	-0.3	114	12
41	CC(=O)Nc1ccc(OC(=O)N(C)C)cc1	-2	-0.6	0.056	83	-18
42	CCCCn1c(C)c(C(=O)O)c2cc(OC)ccc21	-1	-0.2	-0.039	92	-3
43	O=S(=O)(c1ccc(Cl)cc1)N1CN2CCN(C2)C1	-2	1.4	-0.0089	110	4
44	O[C@H]1C2CCC1C(N1CCCCC1)CC2 (some centres undefined)	-6	-0.2	-0.4	122	-4
45	CCC(=NCc1ccc2c(c1)OCO2)c1c(O)n(C)c(=O)n(C)c1=O	11	-1.0	2.9*	124	15
46	Cc1cc(NC(=O)COC(=O)c2c(C)nn(Cc3ccccc3Cl)c2Cl)no1	8	-1.0	1.7	112	-3
47	COc1ccccc1CN1CCN(C(=O)Cc2ccccc2)CC1	-1	-1.4	-0.081	90	-26
48	O=C(O)C1(c2ccc(Cl)cc2)CCC1	.	.	1.2	83	.

entry	HTR1E agonist	HTR1E antagonist	HEK293 NFkB inh	M1 antag
37	-0.6	-6	.	-0.11
38	1.2	0	1	0.52
39	0.7	5	5	.
40	-1.1	5	.	0.26
41	0.5	-8	8	0.2
42	-0.4	-2	27	0.32
43	-0.4	4	14	0.86
44	0.1	9	-2	0.037
45	0.4	13	9	-0.61
46	-0.6	2	4	0.3
47	-0.5	-3	20	0.44
48	1.3	-8	12	0.0051

Carrying on:
entry	structure	Jurkat tox 60K	S1P3 agonist	M1 agonist	HER2 expr 66K	S1P1 ag pot
49	NC(=O)Nc1cccc(C(F)(F)F)c1	2	-1.3	0.43	126	1
50	CN(C)CCOC(=O)c1cn(Cc2ccccc2)c2ccccc12	.	-2.9	-0.21	107	1
51	CCc1ccccc1NC(=O)CSc1nnc([C@@H](N)Cc2c[nH]c3ccccc23)o1	-2	-0.3	-1.3	59	-2
52	COc1ccc(N2CCN(C(CNC(=O)Oc3ccccc3)c3cccnc3)CC2)cc1 (centres undefined)	-7	-0.9	-1.1	109	5
53	CCC1CCCCN1P(=O)(c1ccc(C)o1)C(C)(C)C (centres undefined)	1	-0.8	-0.075	113	6
54	CCOC(=O)c1c(-c2ccccc2)oc2ccc(OC(=O)N(C)C)cc12	4	-1.9	0.3	76	-27
55	CCN1CC=C(c2c[nH]c3ccccc23)CC1	4	-1.0	-0.89	121	15
56	CCCCCCN=C(CC)c1c(O)n(CCCC)c(=O)[nH]c1=O	-2	0.3	0.0037	115	10
57	Cc1ccccc1CS(=O)(=O)Cc1ccc(C(=O)N2CCC3(CC2)OCCO3)o1	-6	-0.1	-0.062	82	4
58	C#CCN1C(=O)C2(C(C#N)=C(N)OC(C)=C2C(=O)OCc2ccccc2)c2ccccc21 (centres undefined)	-1	-0.2	0.0004	89	12
59	O=c1c2ccccc2nc(N2CCCC2)n1-c1ccc(Cl)cc1	2	0.9	0.65	105	-30

entry	HTR1E agonist	HTR1E antagonist	HEK293 NFkB inh	M1 antag
49	-0.9	1	10	0.95
50	59*	16	.	-0.17
51	0.9	-5	3	0.77
52	-0.9	5	-10	0.15
53	-0.4	8	5	0.58
54	-0.4	-9	15	-0.37
55	100*	-5	16	-0.11
56	1.5	3	15	-2.1
57	2.5	0	13	0.0036
58	-1.1	15	6	-0.0078
59	0.4	-3	4	-0.71
